High-throughput results: PubChem BioAssay, several laboratories
BoNT A protease – inhibitors of Botulinum neurotoxin A light chain protease. multiplex microsphere protease substrate cleavage, flow cytometry. inhibition, % at 10 µM. 360,000 tested, 0.17% active. AID 588499; further: plate controls were buffer without enzyme for full effect and enzyme alone for no effect
FadD28 FP inh – inhibitors of Mycobacterium tuberculosis FadD28 bisubstrate binding | inhibition, % at 12.5 µM | 360,000 tested, 0.22% active | FadD28 bisubstrate probe binding, fluorescence polarization | AID 588549; in the data active means inhibition above about 8.5%, passing the limit was not always enough; inconclusive means no clear call, values can overlap the other calls
BioA inh – BioA (M. tuberculosis) enzyme inhibition; purified M. tuberculosis BioA enzyme, plate reader; inhibition, % at 9.99 µM; 360,000 tested, 0.096% active; AID 602481; in the data active means inhibition above about 40%; inconclusive means no clear call, values can overlap the other calls
PfHsp40 rescue – compounds rescuing yeast from Plasmodium falciparum HSP40 toxicity. S. cerevisiae expressing PfHsp40, growth rescue, ATP luminescence. growth rescue, % at 12.5 µM. 340,000 tested, 0.68% active. AID 504582; in the data active means growth rescue above about 28%, passing the limit was not always enough; inconclusive means no clear call, values can overlap the other calls;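 further: yeast W303a lacking pdr1 and pdr3 grown in galactose medium; growth measured after three days at 30 °C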
BoNT-F LC inh – inhibitors of Botulinum neurotoxin F light chain protease. 360,000 tested, 0.22% active. Multiplex microsphere protease cleavage assay, flow cytometry. inhibition, % at 10 µM; in the data active means inhibition above about 35%, passing the limit was not always enough; inconclusive means no clear call, values can overlap the other calls; further: plate controls were buffer without enzyme for full effect and enzyme alone for no effect
Mtb UGM inh – blocks M. tuberculosis UGM enzyme | P9WIQ1 | purified UGM, fluorescence polarization probe displacement | inhibition, % at 10 µM | 320,000 tested, 0.06% active | AID 504406; in the data active means inhibition above about 10%, passing the limit was not always enough; inconclusive means no clear call, values can overlap the other calls
Target sequence (P9WIQ1 whole entry, looked up): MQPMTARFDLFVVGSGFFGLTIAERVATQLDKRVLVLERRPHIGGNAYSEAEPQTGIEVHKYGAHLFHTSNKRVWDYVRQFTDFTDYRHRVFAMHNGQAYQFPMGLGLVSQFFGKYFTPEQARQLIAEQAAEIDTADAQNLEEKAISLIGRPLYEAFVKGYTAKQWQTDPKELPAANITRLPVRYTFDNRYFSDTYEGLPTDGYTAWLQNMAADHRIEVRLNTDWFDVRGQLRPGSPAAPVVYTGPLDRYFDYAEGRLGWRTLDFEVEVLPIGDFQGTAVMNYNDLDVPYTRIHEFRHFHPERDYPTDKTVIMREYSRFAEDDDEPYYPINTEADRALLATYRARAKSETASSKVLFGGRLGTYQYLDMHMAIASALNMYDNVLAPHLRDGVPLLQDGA
GDH-TPI inh – GDH-TPI coupled enzyme inhibition counter-screen; 360,000 tested, 1.2% active; GDH-TPI coupled enzyme counterscreen, NADH absorbance; inhibition, % at 4.8 µM; in the data active means inhibition above about 30%;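 further: 0% = DMSO wells and 100% = wells lacking the enzyme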
Anthrax LF inh2 – blocks Bacillus anthracis lethal factor protease | multiplex microsphere protease cleavage assay, LF | inhibition, % at 10 µM | 360,000 tested, 0.12% active; further: plate controls were buffer without enzyme for full effect and enzyme alone for no effect
Mtb FBA inh – inhibits M. tuberculosis FBA enzyme | inhibition, % at 1 µM | purified M. tuberculosis FBA, fluorescence read-out | P9WQA3 | 360,000 tested, 2.3% active | AID 588726; in the data active means inhibition above about 27%;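 further: 0% = vehicle and 100% = reference inhibitor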
Target sequence (P9WQA3 whole entry, looked up): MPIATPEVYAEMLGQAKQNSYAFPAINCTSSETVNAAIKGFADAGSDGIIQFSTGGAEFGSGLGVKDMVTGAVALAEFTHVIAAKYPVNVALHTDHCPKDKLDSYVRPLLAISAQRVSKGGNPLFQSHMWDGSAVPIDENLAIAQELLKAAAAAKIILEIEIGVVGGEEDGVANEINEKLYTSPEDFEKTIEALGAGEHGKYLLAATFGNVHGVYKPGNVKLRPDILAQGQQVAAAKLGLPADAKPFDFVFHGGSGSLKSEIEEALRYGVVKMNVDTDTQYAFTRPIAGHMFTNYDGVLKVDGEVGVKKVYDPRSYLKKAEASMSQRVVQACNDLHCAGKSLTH
Numbers without * were called inactive; ? = inconclusive; . = no result given; & = joins results of further samples. Unless noted, no stated cut-off is given here; in the data, active means inhibition above about 30%; inconclusive means no clear call, values can overlap the other calls; inactive means below that.

SMILES	BoNT A protease	FadD28 FP inh	BioA inh	PfHsp40 rescue	BoNT-F LC inh	Mtb UGM inh	GDH-TPI inh	Anthrax LF inh2	Mtb FBA inh
CC1CCN(C(=O)c2ccccc2NS(=O)(=O)c2ccccc2)CC1	-1.0	-0.8	0.1	1.8	-7	-2.2	6	-2	5
Cc1c(CCC(=O)NCCCn2ccnc2)c(=O)oc2c(C)c3oc4c(c3cc12)CCCC4	-0.6	-2.9	1.4	-0.3	10	1.3	-3	-1	12
S=c1[nH]nc(-c2ccccc2)n1/N=C/c1ccc(-c2ccccc2Cl)o1	0.3	-3.1	-0.6	-0.1	-10	-2.5	28	-2	-5
Cc1ccc(C(=O)COC(=O)c2c(C)cc(=O)oc2C)cc1[N+](=O)[O-]	-0.3	-2.1	.	0.2	0	1.3	7	-1	2
CCC(=O)N1CCc2cc(S(=O)(=O)CCC(=O)Nc3nc(C)cs3)ccc21	-0.9	0.4	0.8	-1.1	-3	-1.3	2	1	4
Cc1ccc(-c2nc(CS(=O)CC(=O)NCCCc3ccccc3)c(C)o2)cc1 (configuration not stated)	0.6	0.0	-0.2	0.8	1	2.3	4	-2	-2
Cn1c(=O)c2cc(S(=O)(=O)NC(C(=O)NCc3cccnc3)c3ccccc3)ccc2n(C)c1=O (configuration not stated)	-1.2	-1.3	-0.2	0.0	-14	2.7	10	-1	1
Cc1onc(NC(=O)NC(=O)c2c(Cl)cccc2Cl)c1Br	0.4	-2.8	0.9	-0.5	-1	-0.1	-4	-5	-2
CCN1CCN(CCC(=O)Nc2ccc(Br)c(C)c2)CC1	-5.9	-1.2	-5.6	0.4	-42	0.1	4	4	-1
Cc1ccc(S(=O)(=O)Oc2ccc(C3C4=C(CCCC4=O)N(CCC(=O)O)C4=C3C(=O)CCC4)cc2Cl)cc1	-1.0	-1.7	.	-0.7	-4	-0.7	-1	2	110*
O=C(NCc1ccc2c(c1)OCO2)C1CC(c2ccccc2O)=NO1 (configuration not stated)	0.3	-1.5	-2.0	0.4	-6	1.4	-3	-4	-3
CC(C)NC(=O)/C=C/C(=O)O	0.0	-3.4	.	1.0	4	1.9	-10	-5	0
CCn1c(=O)c(C(=O)NNC(=O)Cc2ccccc2)c(O)c2ccccc21	-1.2	-2.3	0.1	-0.6	-17	0.4	11	-3	2
COc1ccc(C(=O)N(C)C2CCCN(Cc3ccccc3F)C2)cc1OC (configuration not stated)	-1.6	-1.5	-0.9	-1.2	-19	2.6	5	-7	0
CCc1nc(OCCN(CC)CC)c2oc3ccccc3c2n1	-0.4	-0.5	-1.1	0.5	-8	1.5	4	1	0
O=S(=O)(O)c1nnc2sc3ccccc3n12	-1.2	-2.2	-1.4	-2.1	-6	-3.2	-1	-5	0
O=C(CSc1nc(-c2ccccc2)nc2ccc(F)cc12)Nc1ccc(C(=O)O)cc1	0.4	-0.5	.	-1.9	-3	-0.6	4	-3	0
CC(C)c1nnc(NC(=O)CCS(=O)(=O)c2ccccc2)s1	1.4	-1.8	-0.4	-1.5	3	2.6	0	3	0
CC1CCc2nc(NC(=O)CN3CCN(Cc4ccc5c(c4)OCO5)CC3)sc2C1 (configuration not stated)	-0.7	-2.4	0.6	0.4	3	-1.9	-9	2	-2
CCCN(CC(=O)Nc1ccccc1C)C(=O)c1ccc(S(=O)(=O)N2CCCCC2)cc1	3.1	-1.4	-2.5	0.0	10	0.4	7	2	5
CC1CCCN(C(=O)CSc2nnc(-c3c[nH]c4ccccc34)o2)C1 (configuration not stated)	-0.1	0.7	1.5	2.7	-2	1.1	18	-5	0
Cc1cc2c([nH]c3ccccc32)c(C)n1	-7.1	1.3	0.7	0.0	?	-1.1	0	10	96*
COc1ccc(CC(=O)Oc2ccccc2[N+](=O)[O-])cc1	0.3	-1.5	-0.7	-1.7	?	2.3	2	4	0
O=C(NCC(=O)N(c1cccnc1)C(C(=O)NC1CCCCC1)c1cccnc1)c1ccco1 (configuration not stated)	0.1	-2.3	-3.0	0.8	-7	1.8	-1	1	1
CCN(CC)c1ccc(/C=N/NC(=O)OC)c(O)c1	-1.6	2.6	-0.1	-0.2	?	2.2	43*	-5	4
Cc1nc(-c2cc(-c3nc(-c4ccc(C(C)(C)C)cc4)no3)no2)cs1	?	-3.6	.	0.7	?	-2.6	-14	20	-2
C/C=C1\COC(C(=O)NCCN2CCCC2)(C(F)(F)F)C=C1C=C1CCCCC1 (configuration not stated)	-0.6	-6.2	4.5	3.6	-18	-1.1	4	4	3
O=C(CCN1CCCC1)Nc1ccccc1	0.3	-4.3	0.2	-0.2	-2	3.7	3	-8	2
O=C(O)c1ccc(Cl)c(S(=O)(=O)NC(Cc2ccccc2)C(=O)O)c1 (configuration not stated)	-0.8	-0.7	-0.1	0.1	0	5.0	-2	0	0
CCCNC(=O)N(C)C[C@H]1Oc2cc(Br)ccc2S(=O)(=O)N([C@@H](C)CO)C[C@@H]1C	-0.2	3.3	0.4&0.9&-3.2	.	-4	.	-6	-3	-1
COc1ccc(NC(=S)NC(NC(=O)c2ccc(Cl)cc2Cl)C(Cl)(Cl)Cl)c([N+](=O)[O-])c1 (configuration not stated)	-0.5	3.6	-0.2	-0.2	-5	0.6	8	-4	-2
COc1cccc(NP(=O)(Oc2ccccc2Cl)Oc2ccccc2Cl)c1	-0.9	-3.4	-2.3	9.9	-11	.	9	-1	0
COc1ccccc1N1CCN(Cc2cc(=O)c(OCC(=O)NC(C)C)co2)CC1	-1.0	-2.6	-0.5	0.0	-5	-4.1	-6	-2	2
CCC/C(O)=C1\C(=O)CCCC1=NC(C)C(=O)O (configuration not stated)	0.3	-1.9	-1.2	-1.6	-6	-1.9	10	-1	2
FC(F)(F)c1ccc(Sc2n[nH]c(C(F)(F)F)n2)nc1	2.8	-2.4	-1.2	-1.8	?	0.8	10	12	0
COC(=O)[C@@H](NC(=O)Nc1ccc(OC(F)(F)F)cc1)C(C)C	-0.4	-0.8	1.3	-0.7	-6	1.6	13	4	2
COc1ccc(C(C(=O)NCCC(C)C)N(CCO)C(=O)c2snc(C(N)=O)c2N)cc1OC (configuration not stated)	1.9	-0.1	-1.9	0.4	18	-2.2	-2	-11	2
Cc1ccc(C(=O)O/N=C\c2ccc(N3CCOCC3)c([N+](=O)[O-])c2)cc1	-0.4	-0.7	.	0.0	6	-0.3	2	-1	3
Cc1ccc(S(=O)(=O)NNc2nnc(C)c(=O)[nH]2)cc1	-0.8	-1.2	.	0.5	-1	-3.6	8	1	2
NC(=O)CC(NC(=O)c1ccccc1)c1ccc(N2CCN(c3ccccn3)CC2)c([N+](=O)[O-])c1 (configuration not stated)	-0.7	1.6	-1.3	-1.0	-18	1.3	11	-6	-2
O=C(CCSCc1ccccc1Cl)NCc1ccco1	0.0	-2.2	.	-0.2	-1	2.0	11	-1	-1
COc1cc(C(C(=O)NC2CCCC2)N(C(=O)c2snc(C(N)=O)c2N)c2ccccc2)cc(OC)c1OC (configuration not stated)	2.4	-2.9	.	-1.3	17	2.1	5	3	15
CC(=O)NN1C(=O)c2ccccc2NC1c1ccccc1F (configuration not stated)	1.1	-0.6	3.3	0.0	12	-2.0	-3	8	34*
Cc1ccc(NC2CCCN(C(=O)c3cccs3)C2)cc1C (configuration not stated)	-0.9	-1.4	-0.5	-1.9	2	-0.1	9	-1	-1
CCCOc1ccc(-c2c(C(=O)N/N=C(\C)COc3ccccc3)nnn2-c2nonc2N)cc1	-1.4	-2.6	-1.7	0.7	0	1.5	9	1	4
Cc1c(Cl)cccc1NC(=S)NCCc1ccc(S(N)(=O)=O)cc1	-1.0	-2.1	0.6	-0.8	-2	0.4	3	0	2
CCNC(=S)NNC(=O)Nc1ccccc1	-0.4	-3.2	.	-0.9	-1	0.1	2	-5	-1
O=C(CCSc1ccc(Cl)cc1)NC1CCCC1	3.0	-0.5	-1.3	-0.9	-21	0.0	2	-10	1
Cn1c(SCC(=O)Nc2ccc3nc(SCC(=O)NC4CC4)sc3c2)nnc1-c1ccccc1	0.8	-1.6	6.4	0.5	-2	2.9	-7	-2	-4
CCN1CCCc2cc(CN(CCN3CCOCC3)C(=S)Nc3ccc(OC)c(Cl)c3)ccc21	1.4	-2.1	.	0.8	-29	-1.2	13	-12	-4

Further results:
SMILES	BoNT A protease	FadD28 FP inh	BioA inh	PfHsp40 rescue	BoNT-F LC inh	Mtb UGM inh	GDH-TPI inh	Anthrax LF inh2	Mtb FBA inh
CN(C(=O)COC(=O)Cc1ccc(Cl)cc1)C1CCCCC1	-0.1	-2.7	-0.2	1.4	-6	0.8	9	-1	1
O=C(NCc1ccc2c(c1)OCO2)C(=O)Nc1cc2c3c(c1)CC(=O)N3CCC2	1.9	0.9	0.5	0.6	6	-0.5	11	3	0
Cc1ccc(N2CC(C(=O)Nc3ccc4c(c3)OCO4)CC2=O)cc1C (configuration not stated)	1.4	1.2	-1.5	0.1	-12	3.9	-2	-6	-1
COc1cc(OC)cc(C(=O)NNC(=O)c2ccc3ccccc3n2)c1	4.6	-7.3	-1.1	-0.2	22	.	7	3	-1
O=C(COC(=O)c1ccccc1SCC(=O)N1CCCC1)NCc1ccc(F)cc1	0.6	0.8	-3.0	.	8	.	13	-2	4
O=C(NC(C(=O)c1ccccc1)n1ccc(=O)[nH]c1=O)c1ccccc1 (configuration not stated)	0.0	-3.7	-0.1	-1.5	-4	-0.3	-4	-5	-9
CO/N=C/c1ccc(N2CCN(C(=O)c3ccc(Cl)cc3Cl)CC2)c([N+](=O)[O-])c1	2.7	-0.3	1.8	0.0	4	2.0	16	-2	-7
CC(C)Sc1nc2ccsc2c(=O)[nH]1	-0.1	-2.2	.	0.8	3	2.5	2	-8	2
O=C(CSc1ccccc1)N/N=C/c1ccccc1O	0.8	-2.9	.	-0.1	2	2.1	9	-2	0
Cn1nc(-c2ccc(Cl)cc2)cc1NC(=O)CC(C)(C)CC(=O)O	.	-3.1	0.5	.	.	2.3	2	.	1
CCCNC(=O)c1nc(C)n(-c2cc(Cl)cc(Cl)c2)n1	-1.6	-0.7	.	1.1	0	-4.9	0	-3	2
CS(=O)(=O)N1N=C(c2ccco2)CC1c1ccccc1Cl (configuration not stated)	-1.2	-1.4	.	-0.1	9	1.9	4	8	5
CC1CCCN(C(=O)CSc2nc3ncccc3[nH]2)C1 (configuration not stated)	0.8	-1.8	.	1.3	3	-0.7	6	-2	1
COc1cccc2cc(C(C)=O)oc12	-1.3	0.2	1.1	1.0	-1	0.5	-1	2	1
COc1ccc(C(=O)OCc2nnc(-c3ccccc3)o2)cc1S(=O)(=O)N1CCOCC1	-3.9	1.7	.	0.9	3	3.2	2	-8	2
COc1ccc(C(=O)NC(Cc2c[nH]c3ccccc23)C(=O)O)cc1 (configuration not stated)	-1.1	-1.2	-0.2	-1.0	?	-1.0	-3	-3	1
CCN(C(=O)CSc1nc(-c2ccccc2)cn1N)c1c(N)n(Cc2ccccc2)c(=O)[nH]c1=O	4.4	-1.9	-1.6	0.1	?	-0.7	3	1	3
O=C(CN(C(=O)C1COc2ccccc2O1)c1ccccc1)NCC1CCCO1 (configuration not stated)	-0.1	-1.9	0.0	0.3	-1	-2.7	-1	-2	-2

Another view of some results above:
structure | BoNT A protease | FadD28 FP inh | BioA inh | PfHsp40 rescue | BoNT-F LC inh | Mtb UGM inh | GDH-TPI inh | Anthrax LF inh2 | Mtb FBA inh
COc1cccc2cc(C(C)=O)oc12 | -1.3 | 0.2 | 1.1 | 1.0 | -1 | 0.5 | -1 | 2 | 1
COc1ccc(C(=O)OCc2nnc(-c3ccccc3)o2)cc1S(=O)(=O)N1CCOCC1 | -3.9 | 1.7 | . | 0.9 | 3 | 3.2 | 2 | -8 | 2
COc1ccc(C(=O)NC(Cc2c[nH]c3ccccc23)C(=O)O)cc1 (configuration not stated) | -1.1 | -1.2 | -0.2 | -1.0 | ? | -1.0 | -3 | -3 | 1
CCN(C(=O)CSc1nc(-c2ccccc2)cn1N)c1c(N)n(Cc2ccccc2)c(=O)[nH]c1=O | 4.4 | -1.9 | -1.6 | 0.1 | ? | -0.7 | 3 | 1 | 3
